KOR beta-arrestin-1: kappa opioid receptor activators – cell-based, luminescence, uHTS, primary screen (AID 1777). KOR beta-arrestin recruitment, luminescence; higher % means a stronger effect. activation, % at 10 µM, or EC50 in µM where a hit was titrated. actives 0.02% (n = 280,000); in the data active = activation above about 50%, passing the limit was not always enough; also: a part of the inactive calls stands beside numbers as strong as those of hits
NOD1 inhibition: NOD1 signaling inhibitors, primary screen, cell-based, luminescence, uHTS (AID 1578) | NOD1-driven NF-kB luciferase reporter cells, luminescence; higher % means a stronger effect | actives 1% (n = 290,000) | one-dose inhibition, % at 4 µM; EC50 in µM for titrated hits; in the data active = inhibition mostly above about 36%, no sharp cut-off; inactive = mostly below about 34%;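 also: HEK-293T reporter cells stimulated with the NOD1 agonist gamma-tri-DAP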
GPR55 activation: selective activators of receptor GPR55 – imaging, U2OS cells, beta-arrestin-GFP redistribution, primary screen (AID 1961); actives 0.048% (n = 290,000); U2OS GPR55 beta-arrestin-GFP redistribution imaging; higher % means a stronger effect; one-dose activation, % at 10 µM; EC50 in µM for titrated hits;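 active = activation above 40% with more than 50 cells counted in the well; inconclusive = wells holding fewer than 50 cells, flagged as toxic or sparse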;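 also: U2OS osteosarcoma cells stably expressing GPR55 and beta-arrestin-GFP; plate controls were DMSO negative control for no effect and LPI positive control for full effect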
GPR55 antagonists: inhibition of LPI-stimulated GPR55 beta-arrestin translocation – imaging, U2OS, beta-arrestin-GFP, LPI agonist, primary screen (AID 2013). U2OS GPR55 beta-arrestin-GFP translocation imaging, LPI antagonism; higher % means a stronger effect. inhibition, % at 10 µM, or IC50 in µM where a hit was titrated. actives 0.13% (n = 290,000);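 active = spots per cell inhibited over 60%, with over 100 cells counted and total cytoplasm intensity under 500,000; inconclusive = wells with under 100 cells, flagged as likely toxic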;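 also: U2OS cells stably carrying GPR55 and arrestin-GFP stimulated by 5 µM LPI near EC80; imaged beta-arrestin-GFP aggregate spots per cell after agonist stimulation; plate controls were LPI-stimulated DMSO wells for no effect and DMSO wells without LPI for full effect; some results filed as inactive read as strong as hits; confirmed hits need IC50 under 10 µM and bright autofluorescent wells are also inconclusive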
Rac1 GTP hydrolysis: MgcRacGAP GTPase-activating activity inhibitors, confirmation, biochemical, ADP Hunter fluorescence; AID 624330; actives 0.6% (n = 340,000); inhibition, % at 30 µM; hits with a dose series show IC50 in µM; MgcRacGAP-stimulated Rac1 GTP hydrolysis, ADP Hunter fluorescence; higher % means a stronger effect; GST-tagged Rac1 F28L mutant substrate;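 active = first-screen hits whose inhibition reached a set limit at any dose in the follow-up dose series; inconclusive = inhibition above the set first-screen limit but never retested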;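 also: fluorescence reports GDP produced by GAP-driven GTP hydrolysis; strong numbers were not always called active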
NTR1 ag: agonists of NTR1, primary screen, imaging, U2OS cells, beta-arrestin-GFP, high content (AID 493036); NTR1-U2OS beta-arrestin-GFP spot imaging, agonist mode; actives 0.17% (n = 330,000); activation, % at 20 µM; P30989;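 active = activation at or above 40% of the spot to cytoplasm intensity ratio, with at least 20 cells analyzed; inconclusive = wells under 20 cells, flagged as cytotoxic or low count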;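 also: 0% = DMSO without peptide and 100% = 100 nM NTR1 peptide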
Target sequence (P30989 whole entry, looked up): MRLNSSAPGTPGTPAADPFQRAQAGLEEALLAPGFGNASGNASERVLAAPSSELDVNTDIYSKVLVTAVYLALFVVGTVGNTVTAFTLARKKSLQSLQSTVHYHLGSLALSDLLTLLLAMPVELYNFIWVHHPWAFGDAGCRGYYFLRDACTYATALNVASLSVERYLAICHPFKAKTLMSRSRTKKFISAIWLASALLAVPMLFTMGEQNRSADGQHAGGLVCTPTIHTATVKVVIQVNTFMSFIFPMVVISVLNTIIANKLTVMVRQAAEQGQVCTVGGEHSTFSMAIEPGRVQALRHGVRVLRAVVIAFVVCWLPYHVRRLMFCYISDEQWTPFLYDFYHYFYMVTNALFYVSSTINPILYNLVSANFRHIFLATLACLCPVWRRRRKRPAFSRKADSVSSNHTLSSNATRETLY
UTI89 phage lysis: protection from phage-mediated lysis, alamar blue read-out – E. coli UTI89, K1F phage, bacterial capsule biogenesis inhibitors (AID 488966); actives 0.02% (n = 340,000); inhibition, % at 100 µM; hits with a dose series show IC50 in µM; E. coli UTI89 K1F phage lysis, alamar blue, 2 h; higher % means a stronger effect;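 active = phage lysis inhibition, versus mean bacterial control, above a set limit; inconclusive = no clear call, values can overlap the other calls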;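 also: capsule biogenesis inhibitors block K1F phage lysis so surviving cells raise fluorescence; higher fluorescence means more inhibition of phage lysis; actives were called in the ten point dose series up to 300 µM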
KOR beta-arrestin-2: kappa opioid receptor blockers – cell-based, luminescence, uHTS (AID 1778); KOR beta-arrestin recruitment, luminescence, antagonist mode; higher % means a stronger effect; inhibition, % at 10 µM; hits with a dose series show IC50 in µM; actives 0.091% (n = 290,000); in the data active = inhibition above about 50%; also: strong numbers were not always called active
GPR35 antagonists: inhibition of zaprinast-stimulated GPR35 beta-arrestin translocation – imaging, U2OS, beta-arrestin-GFP, zaprinast agonist, primary screen (AID 2058); U2OS GPR35 beta-arrestin-GFP translocation imaging, zaprinast antagonism; higher % means a stronger effect; inhibition, % at 10 µM; hits with a dose series show IC50 in µM; actives 0.052% (n = 290,000);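 active = inhibition of at least 50% with at least 30 cells and total cytoplasm GFP at most 10,000,000; inconclusive = under 30 cells or total GFP of 10,000,000 plus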
NTR1 ag cell count 20 µM: also measured in NTR1 ag; calls as there; cell count; measured here: cell count, cytotoxicity flag
* hit, by the source's call; i = inactive; ? = inconclusive; . = no result given; [ ] = remark or other dose. The list is partial; count on the stated rates, not on these rows.

SMILES	KOR beta-arrestin-1	NOD1 inhibition	GPR55 activation	GPR55 antagonists	Rac1 GTP hydrolysis	NTR1 ag	NTR1 ag cell count 20 µM	UTI89 phage lysis	KOR beta-arrestin-2	GPR35 antagonists
CC(C)NC(=O)Cn1c(SCC(=O)c2ccc(F)cc2)nc2ccccc21	.	-19%	-0.4%	-4%	6%	0.2	84	-0.3%	.	3%
Fc1cccc(NC(=S)NCC(c2cccnc2)N2CCOCC2)c1 (stereo not given)	-2.1%	-24%	0.7%	7%	6%	1.9	44	2.7%	-3%	-13%
COc1ccccc1CN(C)CC(=O)Nc1ccc(Cl)cc1F	-4.4%	-19%	0.1%	9%	-2%	1.2	38	0.5%	8%	4%
COc1ccccc1N1CCN(S(=O)(=O)c2ccc3c(c2)n(C)c(=O)n3C)CC1	.	-4%	-0.1%	9%	0%	0.8	47	1.8%	-16%[20 µM]	9%
CC1N(C(=O)N2CCOCC2)CCN1S(=O)(=O)c1ccc(Cl)cc1 (stereo not given)	-1.3%	-38%	0.0%	-5%	5%	0.2	58	-0.1%	-18%	11%
COc1ccc(NC(=O)CCCn2cnc3ccccc3c2=O)cc1	-4.0%	9%	0.0%	-8%	.	0.1	80	-0.1%	7%	-8%
CN1CCN(C(=O)CC2C(=O)NCCN2Cc2ccc(-c3ccccc3)cc2)CC1 (stereo not given)	-4.3%	-38%	0.8%	0%	-18%	1.3	41	i	0%	2%
Cc1cc2oc(=O)cc(COC(=O)c3n[nH]c4ccccc34)c2cc1C	-0.6%	-49%	-0.1%	7%	7%	3.6	73	0.3%	-19%	-7%
CC(=O)c1sc(NC(=O)c2cccnc2Cl)nc1C	-2.2%	-35%	0.3%	5%	5%	-1.0	77	0.1%	2%[20 µM]	0%
CCOc1ccc(-c2noc(CCC(=O)NCCc3ccccc3)n2)cc1OC	-3.2%	4%	-0.2%	-2%	10%	0.4	58	0.1%	-3%[20 µM]	7%
CNc1nc(-c2cccs2)cc(C(F)(F)F)c1C#N	2.2%	-4%	1.3%	-5%	4%	0.9	38	-0.1%	-10%	-1%
COc1ccc(N/C=C(\C#N)c2nc3ccccc3n2C)c(OC)c1	8.2%	-23%	0.2%	10%	7%	12	80	0.4%	-42%	1%
CN(CCCN1CCOCC1)Cc1nc(-c2ccccc2)no1	.	-13%	0.2%	10%	6%	0.7	90	0.1%	-32%[20 µM]	1%
O=C(C1=C[C@@H](C2CCCCC2)C[C@@H](OCCCCO)O1)N1CCN(Cc2ccc3c(c2)OCO3)CC1	0.0%	-7%	0.5%	8%	10%	2.9	84	0.8%	7%	0%
NC(=O)[C@@H]1CCCNc2c(I)cc([N+](=O)[O-])cc2C(=O)N[C@@H](CO)C(=O)N[C@@H](Cc2ccc(O)cc2)C(=O)N1	0.8%	-10%	-0.1%	11%	0%	2.1	97	-1.0%	17%	-9%
COc1ccc(NC(=S)NC23CN4CN(CN(C4)C2)C3)cc1	-0.5%	10%	0.1%	8%	13%	0.1	63	3.2%	2%	8%
Cc1ccc(C(=O)Nc2nc(=O)n(C(=O)CC(C)C)s2)cc1	0.5%	-4%	0.2%	0%	22%	1.1	49	?	-26%	7%
CCOC(=O)c1sc2cc([N+](=O)[O-])cc(SCC(=O)OC)c2c1N	-2.0%	-11%	-0.2%	3%	17%	-4.3	.	0.6%	-21%	-1%
CCOc1ccc(/C=N/NS(=O)(=O)c2ccc(C)cc2)cc1OC	-3.1%	-13%	-0.2%	-1%	9%	2.2	58	-2.2%	11%[20 µM]	-9%
O=C(Nc1ccc(Oc2cccnc2)cc1)c1ccccc1F	-1.0%	8%	0.9%	-11%	2%	-2.6	100	1.1%	4%	-16%
CCCNC(=O)c1nn2c(C(F)(F)F)cc(-c3ccccc3)nc2c1Br	-2.5%	-15%	0.3%	0%	-3%	1.4	57	-0.4%	-35%[20 µM]	-1%
CCOC(=O)C1CCN(C(c2ccc(OC)c(OC)c2)c2sc3nc(C)nn3c2O)CC1 (stereo not given)	-4.2%	-30%	-0.1%	2%	-3%	0.0	87	-3.8%	8%	-17%
Cc1cccc(OCCCC(=O)NC2CCCCC2)c1	-1.5%	-1%	0.3%	.	-1%	1.8	67	-1.0%	11%	4%
COCCNC(=O)C(=O)Nc1cc2c3c(c1)CCC(=O)N3CCC2	-2.7%	-9%	-0.3%	4%	8%	-0.2	49	0.3%	5%	9%
COc1ccc(S(=O)(=O)N2CCC(C(=O)N3CCc4ccccc4C3)CC2)cc1Cl	.	-26%	-0.1%	-3%	3%	0.1	51	4.7%	-5%	-8%
Cc1ccc(N(CC(=O)NCc2ccc3c(c2)OCO3)C(=O)c2csnn2)cc1	-4.8%	-14%	-0.1%	10%	7%	2.6	46	0.3%	-44%	-4%
CCC(C)[C@H](NC(=O)C1CCN(C(=O)[C@H](Cc2ccccc2)NS(=O)(=O)c2ccc(C)cc2)CC1)C(=O)O (stereo not given in full)	-4.1%	-2%	0.3%	1%	6%	-0.8	72	0.0%	-8%	14%
O=C(CN1C(=O)c2ccccc2C1=O)N(CCO)Cc1ccccc1	3.7%	-4%	-0.2%	2%	9%	-0.4	97	-0.7%[50 µM]	-18%	1%
CC(C)COc1ccc(-c2nnc(-c3ccco3)o2)cc1	-2.6%	-58%	-0.1%	-9%	5%	4.5	86	1.6%	-32%	10%
Cc1nc([N+](=O)[O-])cn1CC(=O)c1ccc(Cl)cc1	2.4%	1%	0.2%	0%	-3%	-0.5	83	0.3%	-2%	11%
Cc1c(C(=O)NCCC2=CCCCC2)sc2ncnc(N3CCCCC3C)c12 (stereo not given)	-1.4%	-21%	-0.1%	23%	3%	6.9	63	0.1%	-63%	8%
CC(=O)Nc1ccc(S(=O)(=O)Nc2ccc(S(=O)(=O)Nc3nc(C)cc(C)n3)cc2)cc1	3.2%	-22%	0.0%	7%	4%	-1.1	52	-0.1%	-12%	7%
CCOc1cc(N2CCOCC2)c(OCC)cc1NC(=O)Cc1cccc2ccccc12	-2.2%	6%	-0.1%	3%	8%	9.6	93	-0.1%	8%	-8%
CS(=O)(=O)N1CCN(C(=O)CCC2CCCC2)CC1	-0.3%	1%	-2.3%	-9%	10%	0.2	42	3.1%	21%	-1%
Cc1cc(-c2nc(C)c(C(=O)NNS(=O)(=O)c3cccc(C(F)(F)F)c3)s2)no1	2.8%	-2%	-0.2%	-13%	.	-0.1	48	.	4%	-6%
Cc1ccc(C(=O)N2CCN(Cc3ccc4c(c3)OCO4)CC2)cc1[N+](=O)[O-]	-2.5%	22%	-0.1%	16%	8%	-0.1	51	-1.5%	19%	-6%
CC(C)c1nc2sc3ccccc3c(=O)c2c(=O)n1Cc1ccccc1	-6.2%	3%	-0.2%	-12%	-7%	5.3	66	-1.1%	24%	13%
CCCCNC(=S)NCCN1CCCCC1	8.1%	27%	-0.4%	-11%	16%	-0.6	82	1.7%	-30%	4%
Cc1ccc(N2CC(C(=O)Nc3ccc4c(c3)OCCO4)CC2=O)cc1C (stereo not given)	-0.2%	-17%	0.3%	-1%	10%	-0.1	44	-1.4%	-59%	0%
Cc1nc2ccc(NC(=O)N3CCN(c4ccccn4)CC3)cc2s1	0.4%	-15%	0.6%	2%	5%	3.2	45	-0.3%	-15%	7%
Nc1nc(-c2ccc(Cl)cc2)nn1C(=O)c1ccco1	0.5%	-33%	-0.4%	7%	4%	-3.0	100	0.0%	7%	-14%
CCOC(=O)C(C)n1cnc2c(nnn2Cc2ccc(C)cc2)c1=O (stereo not given)	0.0%	-13%	-0.2%	5%	1%	-0.1	83	4.7%	-16%	-16%
COc1ccc(S(=O)(=O)Nc2ccccc2C(N)=O)cc1OC	5.5%	-38%	0.3%	3%	.	0.5	46	.	-52%	-4%
CC(=O)Oc1c(I)cc(I)cc1C(=O)Nc1ccc(Cl)cc1	-2.3%	86%*	0.0%	-2%	13%	5.2	63	1.5%	-13%	5%
Cc1ccc(S(=O)(=O)N2CCCCC2C(=O)N2CCN(Cc3ccccc3)CC2)cc1 (stereo not given)	-1.8%	5%	0.0%	-8%	2%	3.3	81	0.0%	24%	-5%
Cc1[nH]n(-c2ccccc2)c(=O)c1C=NC1CCCCC1	-2.0%	-26%	0.4%	2%	8%	4.0	75	0.1%	-2%	10%
CC(=O)Nc1ccc(/C=N/NC(=O)CNS(=O)(=O)c2ccccc2)cc1	-1.0%	-23%	-0.3%	13%	9%	-1.0	108	0.4%	-13%	7%
O=C(c1ccco1)N1CCN(c2ccc(S(=O)(=O)N3CCCC3)cc2)CC1	-0.3%	-11%	0.2%	6%	-2%	2.8	67	-1.4%	8%	2%
C/C(=C\C(=O)c1ccc(F)cc1)NCc1ccc2c(c1)OCO2	-1.1%	0%	-0.1%	1%	11%	0.0	40	0.2%	-4%	0%
CC(C1CC2CCC1C2)n1c(-c2ccco2)n[nH]c1=S (stereo not given)	0.4%	-15%	0.2%	4%	6%	1.6	39	-2.1%	-16%	16%
O=C(CN1C(=O)/C(=C/c2ccc(C(F)(F)F)cc2)Sc2ccccc21)NCCCN1CCOCC1	-2.9%	-9%	0.6%	12%	7%	0.3	57	-0.2%	-22%	8%
N#C/C(=C/c1ccc(O)c(O)c1)c1nc2ccccc2[nH]1	-2.8%	-2%	-0.1%	2%	?	2.2	88	0.7%	30%	-11%
O=C(CN1CCCC1)NCC1(c2ccccc2)CCOCC1	-1.4%	-2%	0.3%	8%	6%	-1.4	52	-0.4%	-30%	2%
NC(=S)Nc1cccc2cc3ccccc3cc12	-0.4%	.	-0.1%	10%	16%	0.8	73	0.5%	-21%	-7%
O=C(Nc1c(C(=O)N2CCCCC2)cnn1-c1ccccc1)c1ccccc1F	-2.6%	-18%	0.7%	15%	10%	0.1	55	-0.2%	6%	-2%
O=C(c1cc2ccccc2o1)N1CCN(S(=O)(=O)/C=C/c2ccccc2)CC1	4.5%	0%	0.8%	-18%	0%	1.9	50	0.4%	-40%	-17%
COc1cc(C)ccc1OCCOc1c(C)cc(Cl)cc1Cl	0.7%	9%	-0.3%	4%	7%	5.1	42	5.3%	18%	4%
